Source: PubChem
CBFb RUNX1 block – qHTS Assay for Compounds Blocking the Interaction Between CBF-beta and RUNX1 for the Treatment of Acute Myeloid Leukemia. Runt-related transcription factor 1 (Homo sapiens) + Core-binding factor subunit beta …. AlphaScreen CBFb-His/RUNX1-biotin binding, biochemical. Potency, µM (top dose mostly 59.8 µM), inactives show top-dose activity, negative = inhibition, most hits filed as inhibitors. 230,000 tested, under 10 active; further: % of control where 0% means no effect
Target sequence (Q01196 whole entry, looked up): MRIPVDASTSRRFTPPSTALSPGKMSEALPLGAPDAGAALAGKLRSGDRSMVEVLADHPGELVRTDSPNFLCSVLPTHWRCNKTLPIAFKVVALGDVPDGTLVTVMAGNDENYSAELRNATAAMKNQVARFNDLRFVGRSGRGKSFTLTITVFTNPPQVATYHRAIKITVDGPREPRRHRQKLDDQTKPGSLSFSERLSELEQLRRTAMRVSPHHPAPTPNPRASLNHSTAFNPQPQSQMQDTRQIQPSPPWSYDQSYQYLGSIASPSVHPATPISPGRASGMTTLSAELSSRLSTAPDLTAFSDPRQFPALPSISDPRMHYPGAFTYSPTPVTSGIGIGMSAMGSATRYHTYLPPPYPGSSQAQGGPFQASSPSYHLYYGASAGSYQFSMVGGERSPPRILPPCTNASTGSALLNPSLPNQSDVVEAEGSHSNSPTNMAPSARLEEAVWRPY
Target sequence (Q13951 whole entry, looked up): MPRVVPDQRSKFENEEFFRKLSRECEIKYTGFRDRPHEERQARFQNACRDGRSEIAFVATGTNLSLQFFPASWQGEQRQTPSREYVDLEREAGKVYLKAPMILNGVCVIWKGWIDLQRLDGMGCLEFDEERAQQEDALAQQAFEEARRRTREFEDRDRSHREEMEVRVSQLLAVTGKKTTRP
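Bead-based AlphaScreen assay; binding partners His-tagged CBF-beta and biotinylated RUNX1 at 30 nM each. Compound exposure 15 min after a 20-min protein preincubation; bead step 90 min; all steps at room temperature.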
KinaseGlo FLuc – Counterscreen for Luciferase (Kinase-Glo TM) Inhibition; Luciferin 4-monooxygenase (Photuris pensylvanica), Q27757; Kinase-Glo luciferase, ATP luminescence, 8 min; Potency, µM (highest dose often 38.3 µM), inactives show top-dose activity change, negative = inhibition, actives largely listed as inhibitors; hit rate 0.28% among 200,000; further: potency means the concentration at half of the fitted maximal effect; on the % scale 0 is the no-effect control and ±100 the full control effect; nearly all actives have a fitted effect of over 60% in size
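Kinase-Glo luciferase light output from ATP and luciferin was measured with 10 uM ATP, within the enzyme's linear range. Buffer: 50 mM imidazole pH 7.2, 50 mM KCl, 7 mM MgCl2, 0.01% Tween 20, 0.05% BSA; luminescence read after 8 min at ambient temperature.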
Lamin A splicing – qHTS Assay for Modulators of Lamin A Splicing. HeLa LMNA splicing GFP/RFP minigene ratio, 48 h. Potency, µM (series often up to 46.1 µM), for inactives: at the top dose ratio change, negative = inhibition, most hits filed as inhibitors. hit rate 0.01% among 200,000; active means well fitted inhibition curve with a large enough effect in the signal ratio, with a control signal flat, not every such curve was filed as active; inconclusive means small, poorly fitted or top-dose-only effect, or effect the other way, or a change in a side signal; the % refers to the signal ratio; further: potency means the concentration at half of the fitted maximal effect; on the % scale 0 is the no-effect control and ±100 the full control effect
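Read-out is the ratio of GFP to DsRed2 object intensity, acquired by 488 nm laser-scanning cytometry on HeLa lamin A-EGFP minigene reporter cells. Compound incubation 48 hrs at 37 °C in Opti-MEM with 2% FBS; DMSO 0.5% final.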
IMPase Li cell – qHTS Assay for Identifying the Cell-Membrane Permeable IMPase Inhibitors: Potentiation with Lithium. CHO-M1 cells, IP1 TR-FRET (IP-One), carbachol + lithium. Potency, µM (highest dose often 59.4 µM), without a hit: at the highest dose activity, negative = IMPase inhibition, usual class: inhibitors. hit rate 0.35% among 210,000;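 further: IP1 builds up when IMPase is blocked and the TR-FRET signal falls; potency means the concentration at half of the fitted maximal effect; plate controls were basal vehicle for no effect and high inhibitor control for full effect; nearly all actives have a fitted effect of over 50% in size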
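Steps: plate 2000 CHO-M1 cells per well and culture 16–30 h; add compound and lithium; incubate 30 min, 37C; add d2-IP1 tracer and Eu cryptate anti-IP1 antibody in lysis buffer; read after 10 min at room temperature.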
Epigenetic derep – Quantitative High-Throughput Screen for Regulators of Epigenetic Control. murine LDR cells, GFP reporter derepression, 30 h. Potency, µM (highest dose often 53.9 µM), for the others: at the highest dose GFP activation, usual class: activators. hit rate 0.2% among 280,000. AID 1865, 2009; further: potency means the concentration at half of the fitted maximal effect; % of control where 0% means no effect; nearly all actives have a fitted effect of over 60% in size
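GFP-positive cell count by laser-scanning cytometry (objects 20–120 um) after 30 h, 37 C compound exposure of murine LDR cells; reporter is CMV-GFP integrated at a silenced locus, inducible by HDAC or DNMT inhibitors.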
NPSR antag – qHTS Assay for Antagonists of the Neuropeptide S Receptor: cAMP Signal Transduction | Q6W5P4 | CHO-NPSR cells, cAMP TR-FRET, antagonist mode | Potency, µM (highest dose often 38.3 µM), for inactives: top-dose activity change, negative = inhibition, most hits filed as inhibitors | hit rate 1% among 220,000 | AID 1461, 2008; further: potency means the concentration at half of the fitted maximal effect; on the % scale 0 is the no-effect control and ±100 the full control effect; nearly all actives have a fitted effect of over 50% in size; many of its hits are not listed in these tables
Target sequence (Q6W5P4 whole entry, looked up): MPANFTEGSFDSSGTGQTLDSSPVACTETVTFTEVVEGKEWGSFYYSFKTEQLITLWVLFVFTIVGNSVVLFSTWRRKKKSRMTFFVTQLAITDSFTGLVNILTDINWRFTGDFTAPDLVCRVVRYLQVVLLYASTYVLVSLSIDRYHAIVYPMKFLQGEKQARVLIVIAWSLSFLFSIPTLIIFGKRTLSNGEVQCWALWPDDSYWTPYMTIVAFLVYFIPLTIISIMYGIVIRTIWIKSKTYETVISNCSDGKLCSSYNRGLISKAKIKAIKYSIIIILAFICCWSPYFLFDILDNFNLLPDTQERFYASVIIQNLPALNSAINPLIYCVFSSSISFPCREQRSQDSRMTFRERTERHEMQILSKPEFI
HTT aggregate – qHTS Multiplex Assay to Identify Dual Action Probes in a Cell Model of Huntington: Aggregate Formation (GFP). PC12 HttQ103-GFP aggregates, Acumen cytometry, 40 h. Potency, µM (top dose mostly 46.1 µM), for inactives: at the top dose activity change, negative = inhibition, usual class: inhibitors. hit rate 1.1% among 220,000. AID 1688, 2009; further: potency means the concentration at half of the fitted maximal effect; on the % scale 0 is the no-effect control and ±100 the full control effect; nearly all actives have a fitted effect of over 60% in size
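PC12/HTTQ103-GFP, ecdysone-inducible; teb 100 nM; cpd qHTS titration; GFP aggregates read on laser cytometer, Ex 488/Em 500-530 nm.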
An asterisk follows results filed as active; u = inconclusive; x = not tested or not shown; & = joins results of further samples; [ ] = remark or other dose. Unless noted, the call rests on the fitted dose curve; in most records, active means well fitted curve in the direction sought with a large enough effect; inconclusive means small, poorly fitted or top-dose-only effect, or another doubt; inactive means no such curve, though single readings can be large; an effect the other way counts as inactive or inconclusive.

Values run as follows: CBFb RUNX1 block, KinaseGlo FLuc, Lamin A splicing, IMPase Li cell, Epigenetic derep, NPSR antag, HTT aggregate
CCOc1ccc(N(CC(=O)NC2CCCCCC2)S(=O)(=O)c2c(C)noc2C)cc1
    4%, 2%, -8%, 13%[38.3 µM], 0.8%, -23%[46.1 µM], 2%
Cc1cccc(-c2nnc(NC(=O)c3ccc(N4C(=O)CCC4=O)cc3)s2)c1
    3%[2.36 µM], -2%, -4%, -14%, -1.7%, -12%, 1%
CCS(=O)(=O)c1ccc(-c2csc(-c3ccccc3Cl)n2)c(Cl)c1Cl
    8%, 0%, -10%, 16%, -4.7%, -19%[46.1 µM], u
CC1(C)CC(=O)c2sc(N3CCCCC3)nc2C1
    7%, -8%, 6%, 11%[38.3 µM], 0.0%, 8%[46.1 µM], -6%
O=C(O)c1ccccc1C(=O)Nc1ccc(Br)c(C(F)(F)F)c1
    1%, x, x, x, 0.7%, -16%, 8%[9.22 µM]
CCC(=O)Nc1cc(C)c(NC(=O)CCc2ccccc2)cn1
    3%, 0%, 8%, 2%[38.3 µM], 0.0%, 0%[46.1 µM], u
Cc1ccc(N2C(=O)C3NN=C(C(=O)OCc4ccccc4)C3C2=O)cc1 (configuration not stated)
    0%, 4%, -2%, -6%, -0.8%, -5%, -14%
COc1ccc([N+](=O)[O-])cc1NC(=O)C1(c2ccc(OC)c(OC)c2)CCOCC1
    -3%, -1%, u, 7%, -1.2%, 20%, 6%[9.22 µM]
C=CCOC(=O)C1=C(C)NC(SCC(=O)Nc2nccs2)=C(C#N)C1c1cccs1 (configuration not stated)
    3%, 9%, u, 0%[38.3 µM], -1.8%, -24%[46.1 µM], 13µM*
Cc1cccc2c(C(=O)O)c3c(nc12)CCCCC3
    2%, -2%, 14%, 11%[38.3 µM], -1.0%, 3%[46.1 µM], -15%
CC1CC(C)CN(C(=O)CCNS(=O)(=O)c2ccc3c(c2)CCC(=O)N3)C1 (configuration not stated)
    1%, -1%, u, -1%, 3.1%, 7%, 12%
Fc1ccc(-n2c(-c3cc(C4CC4)[nH]n3)n[nH]c2=S)cc1Cl
    1%, x, x, x, 1.0%, -26%, 2%[9.22 µM]
O=C(CNC(=O)Cc1ccccc1)NCC(=O)OCC(=O)c1ccc(F)cc1
    6%, 1%, x, -2%, -0.3%, 20%, 15%
COC(=O)C1=NN(c2ccc(C)cc2)C2(S1)SC(C(C)=O)=C(C)N2c1ccccc1 (configuration not stated)
    -5%, -3%, -10%, 27%[38.3 µM], 3.1%, u, 13%
CCOC(=O)C1=C(c2ccccc2)NC(SCC(=O)Nc2ccccc2C)=C(C#N)C1c1ccco1 (configuration not stated)
    -17%, -1%, u, 23%[38.3 µM], 0.9%, -14%[46.1 µM], u
Cc1ccc(-n2ncc3c(=O)[nH]c(SCC(=O)N4CCC(C)CC4)nc32)cc1C
    6%, -2%, -5%, 18%[38.3 µM], 0.0%, -2%[46.1 µM], 3%
O=C(NNC(=O)c1ccc([N+](=O)[O-])o1)c1ccccc1
    -2%, -1%, u, 6%[38.3 µM], 0.0%, 15%[46.1 µM], u
CCCN(CCC)C1CC(=O)N(Cc2ccccc2)C1=O (configuration not stated)
    3%, -4%, 5%, 31%[activator][38.3 µM], 2.0%, -10%[46.1 µM], 15%[9.22 µM]
CS(=O)(=O)N(CC(O)CON=C1c2ccccc2-c2ccccc21)c1ccc(F)cc1 (configuration not stated)
    -5%, -3%, u, -9%[38.3 µM], -0.7%, -26%[46.1 µM], u
C#CCCCCCCCCCCCCCCCC(=O)O
    2%, 4%&1%, x, -9%&10%&11%, 1.1%&-0.3%&0.4%, x, x

The listing continues:
Values run as follows: CBFb RUNX1 block, KinaseGlo FLuc, Lamin A splicing, IMPase Li cell, Epigenetic derep, NPSR antag, HTT aggregate
CS(=O)(=O)N1CCc2cc(-c3csc(NC(=O)Cc4ccccc4)n3)ccc21
    -3%, 3%, u, 16%, 1.0%, -25%, 8%
N#CC1=C(N)OC2=C(C(=O)CCC2)C1c1cccs1 (configuration not stated)
    7%, -8%, x, -1%, 1.1%, -4%, -5%[9.22 µM]
COc1cc(CN2CCC(C(=O)NC3CCCC3)CC2)cc(OC)c1O
    3%, -1%, 1%, 11%[38.3 µM], 3.7%, 11%[7.67 µM], 29%
COc1ccc(N2CCN(Cc3nc4c(c(=O)n(C)c(=O)n4C)n3CCc3ccccc3)CC2)cc1
    7%, 0%, -10%, -3%, 4.0%, u, -20%
COc1ccc(C(=O)NCc2ccc3c(c2)OCO3)cc1S(=O)(=O)N(C)Cc1ccccc1
    -6%, 0%, u, 8%, 0.0%, -8%, 5%
Cc1ccc(OCc2nnc(SCC(=O)Nc3nccs3)n2-c2ccccc2)cc1C
    2%, -4%, 1%, 38%[38.3 µM], 0.8%, 6%[46.1 µM], -11%
O=C(N/N=C/c1ccc(N2CCOCC2)s1)c1ccccc1Cl
    4%, 0%, u, 16%, -1.1%, -38%, 1%
O=C(O)/C=C/C(=O)Nc1ccccc1-c1ccccc1NC(=O)/C=C/C(=O)O
    -17%, -4%, -6%, 6%, 0.0%, 26%, 0%
O=c1c2c(nc3nc(CCc4ccccc4)[nH]n13)CCC2
    12%, -1%, -7%, 28%[38.3 µM], 0.0%, -2%[46.1 µM], u
CCN1CCn2c3c(c4cc(Cl)ccc42)CCCC31 (configuration not stated)
    -7%, x, u, x, 3.3%, -13%[46.1 µM], -1%
C=CC(C1=CC(=O)C=CC1=O)c1ccc(O)cc1 (configuration not stated)
    -14%, 0%, x, 39%[activator], 2.3%, x, x
Cc1ccc(C(C(=O)NCC2CCCO2)N(Cc2ccccc2F)C(=O)Cn2nnc(-c3cccs3)n2)cc1 (configuration not stated)
    0%, 1%, -1%, 29%[38.3 µM], 0.1%, -26%[46.1 µM], -3%
Cc1ccc(OCc2ccc(C(=O)NCC3CCCO3)cc2)cc1 (configuration not stated)
    11%, 3%, -19%[46 µM], 4%, -0.4%, 3%, 0%
Nc1nnc(SCc2cccc(C(F)(F)F)c2)s1
    10%, x, 0%, x, -1.0%, -7%[46.1 µM], -21%
COc1ccc(/C=N/NC(=O)OC(C)(C)C)cc1OC
    1%, x, -9%, x, -0.9%, -8%[46.1 µM], 22%
Cc1ccc(C)c(S(=O)(=O)Nc2ccc(S(=O)(=O)Nc3onc(C)c3C)cc2)c1
    -1%, 4%, 4%, 61%[activator][38.3 µM], 1.0%, -6%[46.1 µM], -4%
CCN(C(=O)c1cnc(NC(C)C)cc1C(F)(F)F)c1ccc(Cl)cc1Cl
    10%, x, x, x, 2.4%, u, 14%[9.22 µM]
CCN(CC)c1nc(N2CCOCC2)c(C#N)c2c1CN(C)CC2
    2%, x, 2%, x, -5.4%, -3%[46.1 µM], -6%
COc1ccc(NC2(c3ccc(Cl)cc3)C(=O)c3ccccc3C2=O)cc1
    -11%, -2%, 5%, 3%[38.3 µM], -2.9%, u, 7%
Cn1nc(-c2ccccc2)cc1NC(=O)C1CCCCC1
    -1%, x, x, x, -1.1%, 2%, -8%[9.22 µM]

(list continues)
Values run as follows: CBFb RUNX1 block, KinaseGlo FLuc, Lamin A splicing, IMPase Li cell, Epigenetic derep, NPSR antag, HTT aggregate
CCn1c(SC(C)C)nnc1C1CCN(S(=O)(=O)c2ccc(OC)cc2)CC1
    -2%, -3%, 7%, 4%[38.3 µM], 1.0%, -6%[46.1 µM], -18%
O=C1OC(c2ccccc2)=C/C1=C/c1cccs1
    u, -7%, -2%, 9%, 2.4%, -8%, 29%
COC(=O)c1cc2n(n1)CCN(Cc1ccccc1Cl)C2=O
    8%, -6%, 2%, 4%[38.3 µM], 5.4%, 1%[46.1 µM], 3%
Cc1ccc([N+](=O)[O-])cc1NC(=O)CCSc1ccc(Cl)cc1
    11%, 9%, -5%, 14%, -2.3%, u, 14%
COc1ccc(C2N3CC4(C)CN2CC(C)(C3)C4O)cc1 (configuration not stated)
    0%, -3%, -11%, 8%, -1.0%, 8%, 3%
O=C(NCCc1ccc(Cl)cc1)c1cc2ccccn2n1
    10%, x, x, x, 5.1%, 4%, 10%[9.22 µM]
CCN1C(=O)/C(=C2\SC(=S)N(CCCOC)C2=O)c2ccccc21
    0%, -6%, u, 1%[38.3 µM], -1.4%, 5%[46.1 µM], 16%
O=C(CCCCCNC(=S)Nc1ccc(Cl)cc1)C[N+](=O)[O-]
    -3%, 3%, 6%[46 µM], -4%, -1.4%, -2%, -1%
COc1ccc2nc(-n3c(O)c(C4=c5ccccc5=NC4=O)[nH]c3=S)sc2c1
    -23%, -9%, u, 1%, 1.3%, u, 7%
O=C(c1cc(-c2cccs2)nc2ccccc12)N1CCN(c2ccccc2)CC1
    -6%, -1%, u, 6%, 1.6%, -35%, 4%
CCOc1ccc(C(C)NC(=O)Cc2ccccc2F)cc1OCC (configuration not stated)
    4%, 1%, -2%[46 µM], 7%, 11%, -2%, 19%
C=CCn1c(NCCc2ccccc2)nc2c1c(=O)n(C)c(=O)n2C
    -2%, 3%, u, 22%[38.3 µM], -0.8%, 0%[46.1 µM], 11µM*
CCOC(=O)C(CC)(CCC(=O)OC)c1csc(Nc2ccccc2O)n1 (configuration not stated)
    0%, x, x, x, -1.8%, 29%, -20%[9.22 µM]
O=C(OCC(=O)N1CCN(c2ccccc2)CC1)C1=COCCO1
    6%, 18%, 12%, 9%[38.3 µM], -1.0%, -6%[46.1 µM], -17%
COc1ccc(-c2onc(C)c2-c2ccccc2)c(O)c1
    0%, 2%, -15%, 25%[38.3 µM], 0.0%, -4%[46.1 µM], 3%[9.22 µM]
S=c1[nH]nc(-c2ccc(Cl)cc2)n1/N=C/C=C/c1ccco1
    u, x, x, x, -1.2%, -58%, 24%[9.22 µM]
Cc1nc(Sc2ccc(Cl)cc2)c(C#N)c(C)c1[N+](=O)[O-]
    -18%, x, x, x, -4.8%, 27%, 19%[9.22 µM]
Clc1ccc(N=C2SCCS2)cc1
    -18%, x, x, x, 2.1%, 0%, -29%[9.22 µM]

Not all compounds are listed; count on the stated rates, not on these rows.
